C diff HTS: C. difficile growth inhibitors, primary screen, HTS; Clostridium difficile clinical isolate growth, OD600, 24 h; stronger effect = lower value; AID 1259249, 2017; growth activity, negative = inhibition, % at 16 µg/mL (by protocol); 86,000 compounds, 0.25% hits;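 active means mean growth activity at or below -80% and every replicate also at or below -80%; inconclusive means mean at or below -80% but some replicate above -80%; inactive means mean growth activity above -80%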;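 further: 0% = DMSO wells and -100% = levofloxacin 16 µg/mL wells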
T cruzi growth: T. cruzi intracellular proliferation inhibitors, primary screen, cell-based, beta-gal Tulahuen parasites, NIH3T3 host, luminescence | T. cruzi beta-gal in NIH3T3, GalScreen luminescence, 90 h | inhibition, % at 8.34 µM | 77,000 compounds, 5.9% hits;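 active means mean inhibition above about 93%, with at least 55% of replicates each passing it, limit read from the data, passing the limit was not always enough; inconclusive means only one of those two conditions holds; inactive means neither condition holds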
Pf Dd2 growth: P. falciparum Dd2 growth inhibitors, primary screen, SYBR Green fluorescence, single dose replicates | 72 h; stronger effect = lower value | activity change, % at 10 µM | 94,000 compounds, 2.3% hits | AID 1159554, 2015; in the data active means activity change below about -80%; inconclusive means no clear call, values can overlap the other calls
GASC1 inh: inhibitors of GASC-1 (KDM4C) histone demethylase, primary screen, biochemical, single concentration HTS; 96,000 compounds, 0.15% hits; Lysine-specific demethylase 4C (Homo sapiens), Q9H3R0; GST-KDM4C 2-372, H3K9me3 peptide, LANCE TR-FRET; inhibition, % at 12.5 µM;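 active means mean replicate inhibition above about 25%, with at least 55% of replicates also reaching it, limit read from the data, passing the limit was not always enough; inconclusive means only one of those two conditions met; inactive means neither condition met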
Target sequence (Q9H3R0 2-372 limits assumed): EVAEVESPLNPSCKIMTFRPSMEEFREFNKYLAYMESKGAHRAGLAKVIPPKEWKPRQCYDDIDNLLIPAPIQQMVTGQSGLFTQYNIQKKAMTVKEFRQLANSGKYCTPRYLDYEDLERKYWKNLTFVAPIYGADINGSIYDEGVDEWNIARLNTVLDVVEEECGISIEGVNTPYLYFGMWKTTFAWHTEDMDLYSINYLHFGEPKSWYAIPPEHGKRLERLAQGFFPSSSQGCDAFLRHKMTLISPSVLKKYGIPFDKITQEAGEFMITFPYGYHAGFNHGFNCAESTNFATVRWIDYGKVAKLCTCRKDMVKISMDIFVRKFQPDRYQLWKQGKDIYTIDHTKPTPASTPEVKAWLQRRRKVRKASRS
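System – N-terminal GST-fused human GASC-1 (KDM4C) fragment, residues 2-372 · Input – enzyme final amount 10 nM · Technique – LANCE TR-FRET, Eu antibody, ULight-streptavidin, EDTA, ex 340 nm, em 618/671 nm · Medium – HEPES buffer, pH 7.5, plus ascorbate · Incubation – enzyme reaction 30 min, then detection 60 min, both room temperature · Reagent – H3K9me3 peptide with Fe(II)/2OG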
* hit, by the source's call; ? = inconclusive; . = not tested or not shown; & = joins results of further samples.

SMILES	C diff HTS	T cruzi growth	Pf Dd2 growth	GASC1 inh
CCCC#Cc1ccc2c(c1)O[C@H](CN(C)C(=O)Nc1ccc(OC)cc1)[C@@H](C)CN([C@H](C)CO)S2(=O)=O	2	75	-35	0.8
COc1ccc2c3c([nH]c2c1)[C@H](CO)N(Cc1ccccc1OC)CC31CN(S(=O)(=O)c2ccccc2)C1	-3	.	-63	-0.7
C[C@H]1CN([C@@H](C)CO)C(=O)c2cccc(NC(=O)C3CCCCC3)c2O[C@H]1CN(C)Cc1ccc(Oc2ccccc2)cc1	.	60	-20	-0.6
COc1cccc(S(=O)(=O)N2CCCCN3[C@@H](CO)[C@@H](c4ccc(-c5ccccc5)cc4)[C@@H]3C2)c1	24	78	-75	-2.3
COCC(=O)N1C[C@@H]2[C@H](c3ccccc31)[C@@H](CO)N2C(=O)Nc1ccccc1F	-8	33	13	1.1
O=C(C[C@H]1CC[C@H](NS(=O)(=O)c2cccc(F)c2)[C@H](CO)O1)N1CCCCC1	5	3	15	0.8
C[C@H]1CN([C@@H](C)CO)C(=O)CCCn2nncc2CO[C@H]1CN(C)Cc1ccccc1C(F)(F)F	.	30	-17	-0.6
CCC(=O)N1[C@H](CN(C)C(=O)c2ccccc2F)[C@@H](c2ccccc2)[C@@H]1CO	0	25	9	-1.6
O=C(C[C@H]1CC[C@@H]2[C@H](COC[C@@H](O)CN2C(=O)c2ccccc2)O1)N1CCOCC1	12&4	46	2	0.4
Cc1ccc(S(=O)(=O)Nc2ccc3c(c2)C(=O)N([C@@H](C)CO)C[C@H](C)[C@@H](CN(C)S(=O)(=O)c2ccc(F)cc2)OCCCC[C@@H](C)O3)cc1	-9	.	-78	-0.2
C[C@H](CO)N1C[C@H](C)[C@@H](CN(C)C(=O)Nc2ccccc2)OCCCC[C@H](C)Oc2ccc(NS(=O)(=O)c3cn(C)cn3)cc2C1=O	-1	-3	23	-2.2
C[C@H]1CN([C@@H](C)CO)C(=O)Cc2cc(NS(=O)(=O)c3cn(C)cn3)ccc2O[C@@H]1CN(C)S(=O)(=O)c1cccs1	-3	28	21	-0.7
COc1ccccc1CN1[C@H](CO)[C@@H]2c3ccccc3N(C(=O)C3CCC3)C[C@@H]21	-3	-7	-1	4.3
CCCC(=O)Nc1ccc2c(c1)OC[C@H](C)N(S(=O)(=O)c1cn(C)cn1)C[C@@H](C)[C@H](OC)CN(C)C2=O	3	-34	-6	1.7
CS(=O)(=O)N1[C@H](CO)[C@H](c2ccc(-c3ccccc3F)cc2)[C@@H]1C#N	3	19	41	-0.6
C[C@H]1CN([C@@H](C)CO)C(=O)c2cc(-c3ccccc3)cnc2O[C@@H]1CN(C)C(=O)c1cccnc1	-4	28	47	0.7
C[C@@H](NC(=O)[C@@H]1[C@@H](CO)[C@@H]2Cn3c(ccc(-c4ccccc4)c3=O)[C@@H]2N1C)c1ccccc1	-2	44	-3	2.6
C[C@H]1CN([C@@H](C)CO)C(=O)Cc2cc(NC(=O)CCC(F)(F)F)ccc2O[C@H]1CN(C)S(=O)(=O)c1cn(C)cn1	1	14	11	-1.2
C[C@H]1CCCCO[C@H](CN(C)C)[C@@H](C)CN([C@@H](C)CO)C(=O)c2cc(NC(=O)Cc3ccccc3)ccc2O1	0	81	-20	1.0
CO[C@H](CN(C)C(=O)c1ccc2c(c1)OCO2)[C@H](C)CN([C@H](C)CO)S(=O)(=O)c1ccccc1	.	0	15	1.3

Profiles from above. Order of screens: C diff HTS, T cruzi growth, Pf Dd2 growth, GASC1 inh
Entry for C[C@@H](NC(=O)[C@@H]1[C@@H](CO)[C@@H]2Cn3c(ccc(-c4ccccc4)c3=O)[C@@H]2N1C)c1ccccc1 : -2, 44, -3, 2.6
Entry for C[C@H]1CCCCO[C@H](CN(C)C)[C@@H](C)CN([C@@H](C)CO)C(=O)c2cc(NC(=O)Cc3ccccc3)ccc2O1 : 0, 81, -20, 1.0
Entry for CCCC(=O)Nc1ccc2c(c1)OC[C@H](C)N(S(=O)(=O)c1cn(C)cn1)C[C@@H](C)[C@H](OC)CN(C)C2=O : 3, -34, -6, 1.7

Next section.
SMILES	C diff HTS	T cruzi growth	Pf Dd2 growth	GASC1 inh
CC(C)c1cn(CC[C@@H]2CC[C@H](NC(=O)c3cccc(F)c3)[C@H](CO)O2)nn1	.	-16	13	0.0
C[C@H]1CN([C@@H](C)CO)C(=O)c2ccccc2-c2ccccc2CO[C@@H]1CN(C)C(=O)[C@H]1CCCN1C	-5	-47	-24	0.6
CC(C)C(=O)Nc1ccc2c(c1)C(=O)N(C)[C@@H]1CC[C@@H](CC(=O)NCc3ccc(F)cc3)O[C@@H]1CO2	3	96*	4	-1.7
COc1ccc(CN(C)C[C@@H]2Oc3ccc(NC(=O)Nc4c(C)noc4C)cc3C(=O)N([C@H](C)CO)C[C@@H]2C)cc1	2	71	-5	2.3
CN1C[C@H](O)COC[C@H]2O[C@H](CC(=O)NC3CCC3)CC[C@@H]21	1&-5	-62	1	-0.4
C[C@@H]1CN([C@H](C)CO)C(=O)c2cc(NC(=O)Nc3ccc4c(c3)OCO4)ccc2O[C@H]1CN(C)C(=O)NC1CCCCC1	0	-21	1	-1.3
COc1ccc(S(=O)(=O)N2CC[C@H]3[C@H](CO)Nc4ccc(-c5ccccc5F)cc4[C@H]32)cc1	-4	42	-16	-1.0
COc1ccc2c3c(n(C)c2c1)[C@@H](CO)N(C(=O)CN1CCOCC1)CC31CCN(C(=O)Nc2cccc(F)c2)CC1	-1	.	-50	-0.8
O=C(C[C@H]1C=C[C@@H](NC(=O)Nc2cc(F)ccc2F)[C@H](CO)O1)Nc1ccc(-c2ccccc2)cc1	-2	.	.	0.1
COCC(=O)N1C[C@H](C)[C@@H](OC)CN(C)C(=O)c2cc(NC(=O)C3CCC3)ccc2OC[C@H]1C	0	-3	25	-0.2

Four consecutive entries from above, quoted:
SMILES	C diff HTS	T cruzi growth	Pf Dd2 growth	GASC1 inh
COc1ccc(S(=O)(=O)N2CC[C@H]3[C@H](CO)Nc4ccc(-c5ccccc5F)cc4[C@H]32)cc1	-4	42	-16	-1.0
COc1ccc2c3c(n(C)c2c1)[C@@H](CO)N(C(=O)CN1CCOCC1)CC31CCN(C(=O)Nc2cccc(F)c2)CC1	-1	.	-50	-0.8
O=C(C[C@H]1C=C[C@@H](NC(=O)Nc2cc(F)ccc2F)[C@H](CO)O1)Nc1ccc(-c2ccccc2)cc1	-2	.	.	0.1
COCC(=O)N1C[C@H](C)[C@@H](OC)CN(C)C(=O)c2cc(NC(=O)C3CCC3)ccc2OC[C@H]1C	0	-3	25	-0.2

New compounds follow:
SMILES	C diff HTS	T cruzi growth	Pf Dd2 growth	GASC1 inh
CCCNC(=O)C[C@H]1CC[C@@H]2[C@H](COC[C@H](O)CN2C(=O)c2cc(Cl)cc(Cl)c2)O1	.	9	7	0.2
CCc1cnc(N2[C@H](C#N)[C@@H](c3ccc(-c4cccc(F)c4)cc3)[C@H]2CO)s1	15	109*	-7	1.1
C[C@@H]1CN([C@@H](C)CO)C(=O)c2cc(NC(=O)CCCN(C)C)ccc2O[C@@H](C)CCCCO[C@H]1CN(C)C(=O)CCCN(C)C	-2	.	60	3.5
CC(C)C#Cc1cnc2c(c1)C(=O)N([C@@H](C)CO)C[C@H](C)[C@@H](CN(C)C(=O)Cc1ccccn1)O2	0	-53	-18	.
O=C(N[C@@H]1CC[C@H](CCNS(=O)(=O)c2ccc(F)cc2)O[C@@H]1CO)c1cccnc1	10	-95	14	0.3
COCC(=O)N1CCC2(CC1)CN(Cc1ccccc1Cl)[C@@H](CO)c1[nH]c3cc(OC)ccc3c12	3	.	?	-0.9
CCCC#Cc1ccc([C@@H]2[C@H](CO)N3CCCCN(CC4CC4)C[C@@H]23)cc1	5	70	-62	1.3
CS(=O)(=O)Nc1ccc2c(c1)[C@@H]1C[C@H](CC(=O)NCC(F)(F)F)O[C@H](CO)[C@@H]1O2	0	.	11	4.7
O=C(C1CC1)N1CC(=O)N2[C@@H](CO)[C@H](c3ccc(C#CC4CCCC4)cc3)[C@@H]2C1	-10	.	16	1.0
C[C@@H]1CCCCO[C@@H](CN(C)Cc2ccc(Cl)c(Cl)c2)[C@@H](C)CN([C@H](C)CO)C(=O)c2cc(NC(=O)Nc3ccccc3)ccc2O1	2	94	-8	.
Cc1noc(C)c1S(=O)(=O)Nc1ccc2c(c1)C(=O)N([C@@H](C)CO)C[C@H](C)[C@H](CN(C)C(=O)NC(C)C)O2	-2	-69	22	0.1
Cc1ccc(S(=O)(=O)N[C@H]2CC[C@@H](CC(=O)NCCN3CCCCC3)O[C@H]2CO)cc1	-2	-9	0	1.0
C[C@H]1CN([C@@H](C)CO)C(=O)c2cccc(NC(=O)Nc3ccc(C(F)(F)F)cc3)c2O[C@H]1CN(C)C(=O)Nc1ccc(F)cc1	52	57	-54	-2.2
C[C@@H]1CN([C@@H](C)CO)C(=O)c2cc(NS(=O)(=O)c3ccc(F)cc3)ccc2O[C@@H](C)CCCCO[C@H]1CN(C)C(=O)Nc1ccccc1	0	1	-29	0.0
C/C=C/c1cnc2c(c1)C(=O)N([C@@H](C)CO)C[C@@H](C)[C@@H](CN(C)C(=O)Cc1cccnc1)O2	-2	-3	35	0.2
Cc1noc(C)c1NC(=O)N(C)C[C@H]1Oc2c(NC(=O)Nc3ccc4c(c3)OCO4)cccc2C(=O)N([C@@H](C)CO)C[C@@H]1C	-8	96	17	-0.8
CCCc1cn(CC[C@H]2CC[C@@H](NS(=O)(=O)c3ccc(-c4ccccc4)cc3)[C@H](CO)O2)nn1	-10	60	-94*	-0.5
COc1ccc(NC(=O)N[C@@H]2C=C[C@H](CC(=O)NC3CCC3)O[C@@H]2CO)cc1	0	.	21	-4.5
C[C@@H]1CN([C@@H](C)CO)C(=O)c2cc(-c3cccnc3)cnc2O[C@H]1CN(C)C(=O)C1CCCCC1	1	21	13	0.1
C[C@H]1CN([C@@H](C)CO)C(=O)c2c(c3ccccc3n2C)-c2ccccc2CO[C@H]1CN(C)Cc1ccc(Oc2ccccc2)cc1	2	.	-84*	-0.5
CC(=O)N(CC(C)C)C[C@H]1[C@@H](c2ccc(C3=CCCC3)cc2)[C@@H](CO)N1C(C)=O	-4	3	-15	2.3
CC(C)OC(=O)N(C)C[C@@H]1OCc2ccccc2-c2c(n(C)c3ccccc23)C(=O)N([C@H](C)CO)C[C@H]1C	.	44	-30	-0.7
CO[C@H]1CC[C@H]2CCOc3ccc(C#N)cc3C(=O)N(C)C[C@H](OC)[C@@H](C)C(=O)N(C)C[C@H]1O2	4	12	.	-0.9
COCC(=O)N1CC(=O)N2[C@H](CO)[C@@H](c3ccc(C#CC4CCCC4)cc3)[C@@H]2C1	-13	.	6	-0.9
COc1ccc(NC(=O)Nc2ccc3c(c2)C(=O)N([C@H](C)CO)C[C@H](C)[C@@H](CN(C)C(=O)NC2CCCCC2)O3)cc1	-2	1	-2	0.0
COc1cccc(-c2ccc3c(c2)O[C@@H](CN(C)C(=O)C2CCC2)[C@@H](C)CN([C@H](C)CO)S3(=O)=O)c1	-1	44	10	-0.3
CN(C)CC(=O)N[C@@H]1CC[C@@H](CC(=O)O)O[C@@H]1CO	20	.	21	-2.7
O=C(NCC1CC1)[C@@H]1[C@@H](CO)[C@@H]2Cn3c(cccc3=O)[C@H]1N2CCc1ccccc1	1	62	12	0.8
CCCNC(=O)N(C)C[C@H]1Oc2cc(C#CC(C)(C)O)ccc2S(=O)(=O)N([C@@H](C)CO)C[C@@H]1C	-2	18	2	9.7
COCC(=O)N1[C@H](CO)[C@H]2c3ccccc3N(C(=O)c3ccccc3F)C[C@H]21	-2	12	-15	-1.9
CNC[C@@H]1Oc2ccc(NS(=O)(=O)c3ccc(OC)cc3)cc2CC(=O)N([C@H](C)CO)C[C@H]1C	-8	-7	31	0.4
CN(C)CC(=O)N1CCCCN2[C@H](C1)[C@@H](c1ccc(/C=C/c3ccccc3)cc1)[C@@H]2CO	8	-46	-2	0.7
O=C1NC(Cc2ccc(Cl)cc2)COCc2cnnn2CCC1c1ccccc1 (configuration not stated)	-7	.	.	-2.8
O=C(Nc1ccc(F)cc1)N1C[C@H]2[C@@H](c3ccccc31)[C@H](CO)N2Cc1ccccc1	7	62	-72	3.3
C[C@@H]1CN([C@H](C)CO)C(=O)Cc2cc(NC(=O)c3ccncc3)ccc2O[C@@H]1CN(C)Cc1ccncc1	-8	11	36	-0.2
C[C@@H]1CN([C@@H](C)CO)C(=O)Cc2cc(NC(=O)CCN3CCOCC3)ccc2O[C@H]1CN(C)Cc1ccc(C(F)(F)F)cc1	1	23	-19	1.2
CCC(=O)N(C)C[C@@H]1Oc2ncc(C#Cc3ccncc3)cc2C(=O)N([C@@H](C)CO)C[C@H]1C	3	3	20	0.1
CO[C@H]1CN(C)C(=O)c2ccc(NC(=O)NC(C)C)cc2OC[C@@H](C)N(Cc2cncnc2)C[C@H]1C	.	-2	.	-0.5

Screening results: PubChem, Broad Institute
